MCF10A rereplic = A quantitative high throughput screen for small molecules that induce DNA re-replication in MCF 10a normal breast cells; AID 624296, 2012; Potency, µM (series often up to 46.1 µM), inactives show at the top dose activity, positive = re-replication, actives largely listed as activators; MCF 10A DNA re-replication, Hoechst nuclear intensity, 48 h; 350,000 tested, 2.9% active; note: potency is the fitted concentration of half-maximal effect; % of control where 0% means no effect; nearly all actives have a fitted effect of over 50% in size
A549 tox = Nrf2 qHTS screen for inhibitors: counterscreen for cytotoxicity. A549 ARE-Fluc cells, CellTiter-Fluor viability, 18-24 h. Potency, µM (top dose mostly 46 µM), inactives show top-dose activity change, negative = cytotoxicity, most hits filed as inhibitors. 390,000 tested, 0.16% active; note: potency is the fitted concentration of half-maximal effect; % is set by controls: 0 for no effect and ±100 for the full control effect
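A549 ARE-Fluc cells in 5% FBS OPTI-MEM, 5000 cells/well, rested 2 h then exposed to compounds in concentration-response for 18-24 h at 37 °C. Viability by CellTiter-Fluor fluorescence (Ex 405/Em 525) after 30 min; luciferase luminescence (BugLite, 15 min, RT) read afterwards.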
Nrf2 block = Nrf2 qHTS screen for inhibitors. A549 ARE-Fluc reporter, luciferase luminescence, 18-24 h. Potency, µM (titrated, usually from 46 µM), for inactives: top-dose activity change, negative = inhibition, most hits filed as inhibitors. 360,000 tested, 2.1% active; note: potency is the fitted concentration of half-maximal effect; % is set by controls: 0 for no effect and ±100 for the full control effect; nearly all actives have a fitted effect of over 60% in size
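A549 ARE_Fluc cells (5000/well, 5% FBS OPTI-MEM) pre-incubated 2 h, then treated with compounds 18-24 h at 37C/5% CO2 in concentration-response. CellTiter-Fluor viability read first; BugLite luciferase luminescence after 15 min at room temperature gives Nrf2 activity.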
ATXN2 expr inh = Primary qHTS for Inhibitors of ATXN expression. HEK-293 ATXN2-luciferase reporter, luminescence, 24 h. Potency, µM (series often up to 57 µM), for inactives: top-dose activity change, negative = inhibition, usual class: inhibitors. 360,000 tested, 0.72% active; note: potency is the fitted concentration of half-maximal effect; % is set by controls: 0 for no effect and ±100 for the full control effect; nearly all actives have a fitted effect of over 55% in size
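ATXN2-luciferase reporter cells (luciferase flanked by upstream and downstream ATXN2 gene portions) were treated 24 h at 37 °C with compounds at up to 57 uM. SteadyGlo luminescence gave expression; GF-AFC fluorescence gave viability.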
HepG2 tox = qHTS for Inhibitors of TGF-b: Cytotox Counterscreen | Potency, µM (highest dose often 46.1 µM), without a hit: at the highest dose activity change, negative = cytotoxicity, usual class: cytotoxic | AID 588856, 2011 | 410,000 tested, 0.76% active | HepG2 CAGA-GFP viability, ATP luminescence, 18 h; note: potency is the fitted concentration of half-maximal effect; some results filed as inactive show a strong effect at the top dose
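HepG2 CAGA-GFP cells (1000/well, DMEM with 1% FBS) received compound, then TGF-beta at 500 pg/mL final, and were incubated 18 hours at 37 degrees C. Viability was read by CellTiter-Glo luminescence. Media-only wells were set as complete cell-killing and DMSO as no toxicity.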
TGFb SMAD3 inh = qHTS for Inhibitors of TGF-b | HepG2 CAGA-GFP TGF-b/SMAD3 reporter, GFP fluorescence, 18 h; TGF-beta stimulated, 500 pg/mL final | Potency, µM (highest dose often 46.1 µM), without a hit: top-dose activity, negative = inhibition, hits mostly inhibitors | 410,000 tested, 1.2% active | AID 588855, 2011; note: potency is the fitted concentration of half-maximal effect; % is set by controls: 0 for no effect and ±100 for the full control effect; nearly all actives have a fitted effect of over 65% in size
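Using HEPG2 CAGA-GFP reporter cells at 1000 cells/well, we pinned test compounds, stimulated with recombinant TGF-beta (500 pg/mL final) and measured total well GFP after 18 h.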
S2 tox = Viability Counterscreen for Primary qHTS for Inhibitors of ATXN expression; S2 cells (HEK-293 line with an ATXN2-luciferase reporter) viability, CellTiter-Fluor protease fluorescence, 24 h; Potency, µM (series often up to 56.7 µM), actives largely listed as cytotoxic; 400,000 tested, 0.49% active; AID 651635, 2014; note: potency is the fitted concentration of half-maximal effect; nearly all actives have a fitted effect of over 40% in size
IL-1B inflam inh = qHTS for Inhibitors of Inflammasome Signaling: IL-1-beta AlphaLISA Primary Screen; THP-1 LPS/ATP IL-1B secretion, AlphaLISA, 16 h; stronger effect = lower value; activity change, % at 57.5 µM; 360,000 tested, 4.7% active; AID 743279, 2014; in the data active = activity change below about -50%; inconclusive = mostly about -30% to -49%; note: % is set by controls: 0 for no effect and ±100 for the full control effect
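Secreted IL-1B measured by AlphaLISA bead assay after 16 h compound exposure of THP-1 cells; compounds (final up to 57.5 uM) added 1 h before LPS (250 ng/mL) and ATP (1.25 mM) stimulation; lower signal means less secretion.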
Nrf2 ARE act = qHTS of Nrf2 Activators. AREc32 ARE-luciferase reporter (MCF7-derived line), luminescence, 24 h. Potency, µM (series often up to 46.1 µM), without a hit: top-dose activation, actives largely listed as activators. 410,000 tested, 0.31% active. AID 624171, 2012; note: potency is the fitted concentration of half-maximal effect; % of control where 0% means no effect; nearly all actives have a fitted effect of over 65% in size
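Cells of the AREc32 ARE-luciferase line are plated in OPTI-MEM containing 5% FBS and left overnight at 37 deg C. Compounds are pinned in, incubation continues 24 hr, and firefly luciferase signal is then measured.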
The depositor's hits bear a star; i = inactive; ? = inconclusive; nt = no result given; [ ] = remark or other dose. Unless noted, calls come from the whole dose curve; as a rule, active = well fitted curve in the direction sought with a large enough effect; inconclusive = small, poorly fitted or top-dose-only effect, or another doubt; inactive = no such curve, though single readings can be large; an effect the other way counts as inactive or inconclusive.

canonical_smiles	MCF10A rereplic	A549 tox	Nrf2 block	ATXN2 expr inh	HepG2 tox	TGFb SMAD3 inh	S2 tox	IL-1B inflam inh	Nrf2 ARE act
O=C(NNC(=O)c1ccc(Br)s1)c1cccc(S(=O)(=O)N2CCCC2)c1	4%	-2%	?	nt	9%	-11%	?	24	1.0%
COc1ccc(-c2cc(C(=O)OCC(=O)c3ccc(C)cc3)c3cccc(Cl)c3n2)cc1	nt	7%	?	4%	-38%	21%	i	nt	-0.6%
CC(=O)NC(=S)Nc1ccc2oc(=O)ccc2c1	11%	1%	8%	18%	-4%	-6%	i	nt	3.0%
CC(C)CC(NC(=O)c1ccc(Cl)cc1)C(=O)OCc1cc([N+](=O)[O-])cc2c1OCOC2 (stereo not given)	3%	5%	5%	-19%	1%	-15%	i	16	0.4%
Cc1ccc(S(=O)(=O)N2CCCN(C(=O)c3ccc(-n4cccn4)cc3)CC2)cc1	-1%	4%	?	nt	-3%	-9%	nt	1	0.6%
c1ccc(Cc2noc(CN3CCC(CN4CCOCC4)CC3)n2)cc1	9%	-6%	4%	-22%	0%	-2%	i	-4	0.4%
Cc1cccc2c1-c1sc(C(=O)N(C)c3cccc(C(F)(F)F)c3)cc1CO2	nt	-3%	?	4%	-1%	14%	i	nt	-1.1%
CC(=O)N1CCN(C(=O)c2ccc(C(=O)c3ccccc3)cc2)CC1	1%	3%	-25%	nt	-16%	-1%	i	-11	0.2%
Nc1cc(S(=O)(=O)Nc2ccc(Cl)cc2)ccc1N1CCOCC1	?	-9%	16µM*	-31%	-12%	?	i	-11	0.4%
O=[N+]([O-])c1ccc2c(c1Nc1ccccc1Cl)=NC1(CCCCC1)N=2	2%	-5%	-7%	-14%	-21%	-8%	i	8	0.5%
Cc1ccc(NC(=O)C2CCC(=O)N2)cc1C (stereo not given)	-5%	1%	6%	-6%	0%	-15%	i	4	-1.0%
O=[N+]([O-])c1ccc(CN2CCN(c3ccccc3Cl)CC2)o1	-3%	-7%	-9%	-10%	-15%	-18%	i	4	-0.9%
CC(C)N(N=Nc1ccc([N+](=O)[O-])cc1)C(C)C	1%	0%	2%	nt	-13%	-16%	?	0	-0.4%
CC(C)C(=O)Nc1ccc(NC(=O)c2ccccn2)cn1	0%	-1%	?	?	-41%	4%	i	-1	0.1%
COc1cccc(OC)c1-c1nn(-c2ncc(C(F)(F)F)cc2Cl)c(=O)o1	8%	2%	-1%	-10%	-37%	0%	i	-22	1.9%
C=CCc1ccc(OCCn2cccc2C=O)c(OC)c1	1%	-6%[1.84 µM]	?	70%[activator]	-12%	-5%	i	-15	0.2%
Cc1c(N=Cc2ccc[nH]2)c(=O)n(-c2ccccc2)n1C	0%	-2%	nt	5%	3%	0%	i	9	-0.9%
COc1ccc(CNC(=O)N[C@@H](Cc2c[nH]c3ccccc23)C(=O)O)cc1	3%	0%	0%	8%	-3%	7%	i	21	-0.6%
CCCc1c(C(=O)N/N=C/C=C/c2ccccc2)nnn1-c1nonc1N	nt	nt	nt	nt	-35%	-12%	i	43	0.0%
CC(C)N(C(=O)NC(=O)Nc1ccccn1)S(C)(=O)=O	-9%	-2%	12%	19%	0%	-1%	i	17	3.3%
COC(=O)[C@@]12CCCCN1[C@H](c1ccc(-c3ccccc3)c(OC)c1)[C@H]1C(=O)N(C)C(=O)[C@H]12	-10%	1%	1%	0%	9%	-5%	i	43	-0.6%
CCC(C)n1c(=N)c(C(=O)NC2CCCCC2)cc2c(=O)n3ccccc3nc21 (stereo not given)	nt	?	3%	-5%	1%	-3%	nt	nt	-0.5%
CCCCOc1ccc(CON(C(C)=O)C(C)=O)cc1Cl	2%	1%	?	8%	-16%	3%	i	?	-0.6%
CCOC(=O)N1CCN(Cc2nc(-c3ccc(OC)cc3)no2)CC1	17%	-10%	?	-14%	-3%	16%	i	35	-0.1%
CCc1cc2cc(C)ccc2nc1SCC(=O)N1CC(=O)Nc2ccccc21	?	-9%	?	2%	0%	-28%	i	-74*	3.3%
OCC1OC(n2cnc3c(=S)nc[nH]c32)CC1O (stereo not given)	?	0%	-5%	0%	-9%	-4%	i	15	-0.4%
Cc1cc(C)c(OCC(=O)Nc2nc(-c3ccccn3)cs2)c(C)c1	-16%	?	?	?	-35%	10µM*	?	31	2.4%
CCOc1cc(S(=O)(=O)NCc2ccccc2)c(OCC)cc1-n1cnnn1	9%	17%	14%	1%	-14%	15%	i	7	0.2%
COc1ccccc1Cn1c(=S)[nH]c2ccccc2c1=O	7%	-3%	1%	-4%	3%	2%	i	31	-0.4%
CCC(=O)N1CCc2cc(S(=O)(=O)NCCC(=O)NC3CCCc4ccccc43)ccc21 (stereo not given)	2%	-1%	?	3%	-14%	-2%	i	-11	2.8%

Additional results:
canonical_smiles	MCF10A rereplic	A549 tox	Nrf2 block	ATXN2 expr inh	HepG2 tox	TGFb SMAD3 inh	S2 tox	IL-1B inflam inh	Nrf2 ARE act
Cc1ccc(-n2ncc(C#N)c2/N=C/N2CCN(C)CC2)cc1	-3%	-4%	?	8%	7%	-2%	i	0	-0.2%
Cc1ccccc1C(=O)NC(=S)Nc1ccccc1N1CCCC1	4%	10%	18%	5%	-21%	?	i	14	9.0%
COc1ccc(CCN(C(=O)Cn2nnc3ccccc32)C(C(=O)NCC2CCCO2)c2ccncc2)cc1OC (stereo not given)	2%	1%	10%	-9%	33%	7%	i	17	-0.6%
COc1ccc(NC(=S)N2CCN(C)CC2)cc1	-15%	13%	1%	11%	38%	36%[activator]	i	nt	0.3%
CCCCCc1ccc(-c2ccc(C(=O)Oc3ccc(C(=O)OC)cc3)cc2)nc1	nt	-1%	?	71%[activator]	-2%	2%	i	nt	0.1%
COc1ccccc1NC(=O)C1CCN(c2ncccn2)CC1	2%	1%	-9%	6%	4%	12%	i	-9	-0.2%
Cc1ccc(C)c(S(=O)(=O)Nc2ccc(O)cc2)c1	-3%	?	?	-1%	-5%	-2%	i	-7	-0.9%
NC(=O)C1CC(=O)N(c2ccc(OCc3ccc(Cl)cc3Cl)cc2)C1 (stereo not given)	2%	8%	19%	nt	3%	0%	?	-24	6.1%
COc1cc(OC)cc(C(=O)Nc2cccnc2)c1	15%	2%	2%	3%	-2%	0%	i	-19	0.1%
Cc1cc(-c2ccc(C(C)C)c(S(=O)(=O)NCc3ccco3)c2)on1	?	0%	-2%	-8%	0%	16%	?	-15	12%
S=c1[nH]nc(Cc2c[nH]c3ccccc23)o1	-1%	4%	-16%	-8%	-5%	-20%	i	23	-0.1%
CC(=O)c1c(C)[nH]c(C(=O)Nc2cc(C)cc(C)c2)c1C	?	-5%	?	34%	6%	0%	i	-16	-0.1%
COc1ccccc1NC(=S)N1C2CCC1CC(NC(=O)NC13CC4CC(CC(C4)C1)C3)C2 (stereo not given)	9%	-14%	?	-3%	-8%	-1%	i	3	-0.1%
CC1=CCC2C(=O)N(c3cccc(C(=O)Nc4ccccc4Cl)c3)C(=O)C2C1 (stereo not given)	-2%	-6%	6%	6%	3%	-3%	i	18	-0.1%
COc1ccc(CN2CCCC(CO)(Cc3ccc(F)cc3F)C2)cc1 (stereo not given)	?	-8%	4%	-6%	-55%	-14%	i	-84*	-0.8%[9.22 µM]
Cc1ccc(S(=O)(=O)N2CCN(C)CC2)cc1	0%	0%	-10%	nt	0%	-3%	i	19	-0.8%
COc1ccccc1C(=O)Oc1ccc(C(C)(C)C)cc1	-2%	?	-25%	0%	6%	-14%	i	15	4.7%
C[C@@H]1CN([C@@H](C)CO)C(=O)CCCn2cc(nn2)CO[C@H]1CN(C)S(=O)(=O)c1ccc2c(c1)OCCCO2	nt	nt	nt	-4%	9%	-18%	i	-7	-1.4%
COc1ccccc1CN(C)C(=O)COC(=O)c1cc(C)oc1C	5%	-1%	-4%	-22%	2%	12%	i	-18	-0.6%
CCn1nnnc1NC(=O)c1cc(OC)c(OC)c(OC)c1	0%	1%	-9%	-6%	-2%	4%	i	2	4.6%
Cc1nc(S/C(=C\c2ccc(-c3ccc(C(=O)O)c(Cl)c3)o2)C(=O)O)n[nH]1	-1%	-26%	0%	nt	-9%	-14%	i	0	-0.1%
Cc1cc(C)cc(N(CC(=O)NCCSc2ccccn2)S(=O)(=O)c2ccccc2)c1	14%	-12%	-10%	-3%	-46%	15%	i	-12	-0.1%
Cc1ccc(Cn2c(=O)n(Cc3ccc(C(=O)NC4CCN(Cc5ccccc5)CC4)cc3)c(=O)c3ccccc32)cc1	nt	-1%	15%	8%	0%	3%	i	nt	-0.2%
O=C(COc1ccc(Br)cc1)Nc1ccc([N+](=O)[O-])cn1	0%	1%	17%	2%	-1%	3%	i	-6	-0.5%
COC(=O)c1ccc(NC(=S)NC2CC2)cc1	0%	0%	?	nt	-17%	-6%	i	11	3.0%
CSCCC(c1nnnn1-c1c(C)cccc1C)N1CCN(C/C=C/c2ccccc2)CC1 (stereo not given)	nt	nt	nt	-27%	-44%	?	i	-59*	0.6%

Already shown: entries from further up.
canonical_smiles	MCF10A rereplic	A549 tox	Nrf2 block	ATXN2 expr inh	HepG2 tox	TGFb SMAD3 inh	S2 tox	IL-1B inflam inh	Nrf2 ARE act
O=C(NNC(=O)c1ccc(Br)s1)c1cccc(S(=O)(=O)N2CCCC2)c1	4%	-2%	?	nt	9%	-11%	?	24	1.0%
COc1ccc(-c2cc(C(=O)OCC(=O)c3ccc(C)cc3)c3cccc(Cl)c3n2)cc1	nt	7%	?	4%	-38%	21%	i	nt	-0.6%
